# TRb-SRC2 inh: TRbeta-SRC2 interaction inhibition. P10828. TRbeta-SRC2 peptide binding, fluorescence polarization; receptor liganded with 1 µM T3. Potency, µM (series often up to 106 µM), inactives show at the highest dose activity change, negative = inhibition, hits mostly inhibitors. 280,000 compounds, 0.065% hits. AID 1469;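 further: potency means the concentration at half of the fitted maximal effect; plate controls were bound peptide for no effect and peptide without receptor for full effect; nearly all actives have a fitted effect of over 50% in size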
# Target sequence (P10828 whole entry, looked up): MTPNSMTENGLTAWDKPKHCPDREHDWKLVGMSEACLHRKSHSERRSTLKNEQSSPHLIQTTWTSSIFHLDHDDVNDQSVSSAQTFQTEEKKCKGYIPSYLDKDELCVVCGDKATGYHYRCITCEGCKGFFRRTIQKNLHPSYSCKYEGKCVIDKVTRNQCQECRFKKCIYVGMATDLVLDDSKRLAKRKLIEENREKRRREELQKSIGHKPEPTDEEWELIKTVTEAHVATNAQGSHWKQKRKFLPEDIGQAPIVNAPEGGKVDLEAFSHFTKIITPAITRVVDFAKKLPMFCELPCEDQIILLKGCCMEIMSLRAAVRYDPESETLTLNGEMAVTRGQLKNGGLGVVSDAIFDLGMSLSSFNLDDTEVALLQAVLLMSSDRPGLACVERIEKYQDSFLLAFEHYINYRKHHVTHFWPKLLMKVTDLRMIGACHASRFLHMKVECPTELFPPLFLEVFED
#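 Binding of a 20-amino-acid Texas Red SRC2 peptide (20 nM) to TRb ligand-binding domain (0.6 uM) with agonist T3 at 1 uM was followed by fluorescence polarization after a 5 hr room-temperature incubation.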
# TR SRC2 fluor cs: Texas Red fluorescence interference in TRb-SRC2 counter-screen. TRb/SRC2 Texas Red total fluorescence interference. Potency, µM (titrated, usually from 106 µM), for the others: top-dose fluorescence change, negative = quenching. 280,000 compounds, 0.29% hits; active means well fitted curve in either direction with a large enough effect; inconclusive means small, poorly fitted or top-dose-only effect; further: potency means the concentration at half of the fitted maximal effect; on the % scale 0 is the no-effect control and ±100 the full control effect
#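 Flags fluorescent or light-absorbing compounds by total fluorescence, S + 2P, at 555 nm excitation and 632 nm emission. Mixture: 20 nM Texas Red SRC2 peptide, 0.6 uM human TRb LBD, 1 uM T3, 5% DMSO; compound exposure 5 h at ambient temperature.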
# CBFb-RUNX1 inh: CBF-beta/RUNX1 interaction disruption; Q01196+Q13951; AlphaScreen CBFb-His/RUNX1-biotin binding, biochemical; Potency, µM (doses to about 59.8 µM), for the others: at the highest dose activity, negative = inhibition, most hits filed as inhibitors; 230,000 tested, under 10 active; AID 1477; further: % of control where 0% means no effect
#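 Read-out: AlphaScreen. Format: His-CBF-beta with biotinylated RUNX1 (30 nM each) preincubated 20 min, compound 15 min, Ni-chelate plus streptavidin beads 90 min; room temperature throughout.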
# Tau FP inhib: tau fibrillization inhibition (FP). P10636. K18 P301L tau heparin fibrillization, Alexa594 FP, 6 h. Potency, µM (series often up to 57.7 µM), inactives show at the top dose activity, negative = inhibition, hits mostly inhibitors. 280,000 compounds, 0.39% hits. AID 1468; further: potency means the concentration at half of the fitted maximal effect; on the % scale 0 is the no-effect control and ±100 the full control effect; nearly all actives have a fitted effect of over 55% in size
# Target sequence (P10636 561-689 P618L limits assumed): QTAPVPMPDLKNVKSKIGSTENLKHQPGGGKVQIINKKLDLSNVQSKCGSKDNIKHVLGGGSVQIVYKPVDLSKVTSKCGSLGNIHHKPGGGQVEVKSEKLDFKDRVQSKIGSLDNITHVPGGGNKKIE
#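 FP of Alexa 594-tau after heparin (20 uM) induction. Substrate: human K18 P301L, 15 uM unlabeled, 0.24 uM labeled. Buffer 100 mM sodium acetate pH 7. 6 hr, 37 C.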
# NPSR antag: blocks cAMP signaling of the human neuropeptide S receptor. Q6W5P4. CHO-NPSR cells, cAMP TR-FRET, antagonist mode. Potency, µM (top dose mostly 38.3 µM), without a hit: top-dose activity change, negative = inhibition, most hits filed as inhibitors. 220,000 compounds, 1% hits. AID 1461; further: potency means the concentration at half of the fitted maximal effect; on the % scale 0 is the no-effect control and ±100 the full control effect; nearly all actives have a fitted effect of over 50% in size; many of its hits are not listed in these tables
# Epigenetic reg: regulators of epigenetic silencing causing reporter derepression in mouse cells; 280,000 compounds, 0.2% hits; Potency, µM (series often up to 53.9 µM), without a hit: at the top dose GFP activation, actives largely listed as activators; murine LDR cells, GFP reporter derepression, 30 h; further: potency means the concentration at half of the fitted maximal effect; % of control where 0% means no effect; nearly all actives have a fitted effect of over 60% in size
#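 In this reporter-derepression format, murine cells bearing a silenced integrated CMV-GFP locus incubate with test compound (30 h, 37 C), then are washed and imaged; fluorescent objects of 20–120 um count as induced cells.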
# Tau fluor cs: counter-screen for tau fibril formation inhibitors | tau K18 P301L (four-repeat tau fragment) Alexa594 fluorescence, heparin fibrillization | Potency, µM (highest dose often 57.7 µM), for the others: top-dose activity change, negative = decrease | 280,000 compounds, 0.93% hits | AID 1463; further: potency means the concentration at half of the fitted maximal effect; on the % scale 0 is the no-effect control and ±100 the full control effect; nearly all actives have a fitted effect of over 55% in size
#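 Human K18 P301L tau (15 uM unlabeled plus 0.24 uM Alexa 594-labeled, final) in 100 mM sodium acetate pH 7 was mixed with compound and 20 uM heparin and incubated 6 hr at 37 C.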
# aGal spleen mod: inhibitors or activators of human alpha-galactosidase in spleen homogenate; P06280; human spleen homogenate, 4MU-alpha-Gal fluorescence, 40 min; Potency, µM (highest dose often 80 µM), for inactives: at the highest dose activity change, negative = inhibition, most hits filed as inhibitors; 240,000 compounds, 0.008% hits; AID 2107;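 further: potency means the concentration at half of the fitted maximal effect; 0% = enzyme with vehicle and -100% = no enzyme basal signal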
# Target sequence (P06280 32-429 limits assumed): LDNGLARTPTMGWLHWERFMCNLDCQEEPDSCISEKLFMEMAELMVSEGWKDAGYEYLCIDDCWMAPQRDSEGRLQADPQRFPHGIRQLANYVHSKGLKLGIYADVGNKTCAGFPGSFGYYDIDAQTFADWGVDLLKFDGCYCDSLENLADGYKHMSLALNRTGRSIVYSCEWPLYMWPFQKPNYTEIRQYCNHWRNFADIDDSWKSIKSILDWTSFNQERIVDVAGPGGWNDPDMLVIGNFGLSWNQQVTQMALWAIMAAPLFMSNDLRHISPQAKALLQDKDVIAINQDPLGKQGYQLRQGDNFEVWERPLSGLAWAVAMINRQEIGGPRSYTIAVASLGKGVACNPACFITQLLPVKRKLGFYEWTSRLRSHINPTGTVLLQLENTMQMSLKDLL
#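 qHTS titration in buffer at pH 5.0. Alpha-galactosidase activity in spleen homogenate was measured via 4-methylumbelliferone release from 1 mM fluorogenic substrate after 40 min at 37C and a pH 10 stop. AC50 came from Hill fits of control-normalized data.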
# * = called active by the depositor; ? = inconclusive; nt = no result given; & = joins results of further samples; [ ] = remark or other dose. Unless noted, the call rests on the fitted dose curve; in most records, active means well fitted curve in the direction sought with a large enough effect; inconclusive means small, poorly fitted or top-dose-only effect, or another doubt; inactive means no such curve, though single readings can be large; an effect the other way counts as inactive or inconclusive.
Compound	TRb-SRC2 inh	TR SRC2 fluor cs	CBFb-RUNX1 inh	Tau FP inhib	NPSR antag	Epigenetic reg	Tau fluor cs	aGal spleen mod
NC(=O)COc1ccc2oc(-c3ccccc3)cc(=O)c2c1	-7%	-2%	10%	1%	-49%	-3.8%	-3%	7%
CC(=O)Oc1ccc(OC(C)=O)c2c1CC(C)=C(C)C2	5%	-1%	13%	-1%	-1%	-1.1%	-5%	0%
S=c1nc(-c2cc(Cl)ccc2Cl)[nH][nH]1	1%	-2%	?	3%	-15%	-2.7%	-2%	5%
Cc1ccc(C2C=C(c3ccccc3)Nc3nc(NS(C)(=O)=O)nn32)cc1 (stereo not given)	0%	2%	nt	-14%	nt	2.9%	-9%	nt
COc1ccc(-c2cc(C#N)nc(N3CCN(c4ccccc4)CC3)n2)cc1	5%	0%	2%	8%	-5%[46.1 µM]	-2.0%	-10%	1%
c1ccc2c(NC3CCCC3)nnc(NC3CCCC3)c2c1	-3%	2%	1%	-4%	-10%[46.1 µM]	-3.2%	4%	8%
Cc1ccc(S(=O)(=O)N2CCOCC2)cc1NC(=O)CNCc1cccnc1	13%	-2%	1%	2%	11%	1.6%	7%	16%
Cc1ccc(C(=O)CSc2nc3c([nH]2)c(=O)n(C)c(=O)n3C)cc1	1%	0%	-3%	0%	-8%	3.3%	-3%	-2%
CCCCCn1c(N(C)Cc2ccccc2)nc2c1c(=O)[nH]c(=O)n2C	-3%	-4%	5%	2%	-24%[46.1 µM]	6.1%	2%	-6%
O=C(Cn1nc(CNc2ccc(Cl)cc2)[n+]2c1CCCCC2)c1ccc(Br)cc1	3%	-2%	-5%	7%	-4%[46.1 µM]	0.0%	-13%	4%
COc1cccc(-c2noc(CCC(=O)NCC3CCCO3)n2)c1 (stereo not given)	-7%	-3%	-1%	3%	11%	-2.2%	2%	1%
O=S1(=O)C=C(SCc2ccc(F)cc2)Nc2ccccc21	2%	-2%	14%	?	13%	-0.5%	-14%	8%
CC1=C(C(=O)O)N2C(=O)[C@@H](NC(=O)C(N)c3ccccc3)[C@H]2SC1 (stereo not given in full)	4%	-15%	14%	-11%	7%[46.1 µM]	-1.2%	-8%	1%
COc1ccc(C2=NN(S(C)(=O)=O)C(c3cccs3)C2)cc1 (stereo not given)	-7%	-2%	7%	-1%	6%	-3.4%	-11%	0%
Cc1occc1-c1nnc(SCC(=O)Nc2ccccn2)o1	3%	-2%	-3%	-1%	12%	0.1%	-11%	0%
CCCCCC(C(=O)O)C(C)CC(=O)NC1CCCCC1 (stereo not given)	2%	1%	2%	-4%	5%[46.1 µM]	1.0%	0%	10%
Cc1occc1C(=O)NN=C1C2CC3CC(C2)CC1C3	-4%	-2%	-5%	-6%	-12%[46.1 µM]	-0.8%	0%	0%
CCOC(=O)c1cc(NC(=O)COc2ccc([N+](=O)[O-])cc2)cc(C(=O)OCC)c1	1%	2%	15%	-12%	6%	1.5%	-13%	0%
O=C(COc1ccc(Br)cc1CO)Nc1ccccc1	2%	0%	3%	0%	-16%[46.1 µM]	0.0%	-6%	8%
Cn1c(/C=N/n2cnnc2)nc2ccccc21	-4%	-4%	7%	-5%	2%[46.1 µM]	1.8%	-3%	10%

# Reprinted from the part before: three compounds, then new ones.
Compound	TRb-SRC2 inh	TR SRC2 fluor cs	CBFb-RUNX1 inh	Tau FP inhib	NPSR antag	Epigenetic reg	Tau fluor cs	aGal spleen mod
CCOC(=O)c1cc(NC(=O)COc2ccc([N+](=O)[O-])cc2)cc(C(=O)OCC)c1	1%	2%	15%	-12%	6%	1.5%	-13%	0%
O=C(COc1ccc(Br)cc1CO)Nc1ccccc1	2%	0%	3%	0%	-16%[46.1 µM]	0.0%	-6%	8%
Cn1c(/C=N/n2cnnc2)nc2ccccc21	-4%	-4%	7%	-5%	2%[46.1 µM]	1.8%	-3%	10%
Cc1ccc(C)c(Nc2nn3c(=O)c4ccc(C(=O)NC5CCCCC5)cc4nc3s2)c1	2%	-1%	nt	-8%	nt	3.8%	-12%	nt
O=C(NCc1ccccc1Cl)C1CCCN(c2nc3ccccc3n3cccc23)C1 (stereo not given)	10%	9%	nt	-2%	nt	0.0%	-20%	nt
CNC(=S)NCCc1cc2c(OC)ccc(OC)c2[nH]c1=O	1%	-3%	-4%	0%	3%	-0.1%	1%	3%
CCN(/N=C/C=C/c1ccccc1)c1cc(=O)n(C)c(=O)[nH]1	-2%	?	3%	9%	-16%	1.0%	-1%	-7%
O=C(CNCC1CCCO1)N1CCCc2ccccc21 (stereo not given)	-8%	-1%	6%	2%	6%[46.1 µM]	-1.0%	-3%	15%
CCn1c(-c2cc(-c3cc(OC)ccc3OC)nc3ccccc23)n[nH]c1=S	1%	0%	3%	-2%	-21%[46.1 µM]	-0.1%	-14%	3%
COc1c(O)ccc2c1CN1CCc3cc4c(cc3C1C2)OCO4 (stereo not given)	0%	-2%	-16%	?	-16%	4.5%	?	-5%
CC(OC(=O)c1nsc(Cl)c1Cl)C(=O)NC(C)(C)C (stereo not given)	3%	0%	3%	-9%	-5%	-1.0%	-3%	-23%
O=C(Sc1ccc(Cl)cc1)c1cccc(Cn2cc(C(F)(F)F)ccc2=O)c1	-4%	-2%	1%	?	35%	1.1%	13%	2%
CC(C)(C)NC(=O)CN(C(=O)c1csnn1)c1cccc2c1CCCC2	3%	1%	1%	8%	8%	1.1%	-7%	0%

# Looked up above.
# Tau FP inhib with `O=C(COc1ccc(Br)cc1CO)Nc1ccccc1` : 0%
# TRb-SRC2 inh with `CNC(=S)NCCc1cc2c(OC)ccc(OC)c2[nH]c1=O` : 1%
# TRb-SRC2 inh with `O=S1(=O)C=C(SCc2ccc(F)cc2)Nc2ccccc21` : 2%
# Tau fluor cs with `Cc1ccc(C)c(Nc2nn3c(=O)c4ccc(C(=O)NC5CCCCC5)cc4nc3s2)c1` : -12%
# NPSR antag with `O=C(CNCC1CCCO1)N1CCCc2ccccc21` (stereo not given) : 6%[46.1 µM]
# Tau FP inhib with `O=C(NCc1ccccc1Cl)C1CCCN(c2nc3ccccc3n3cccc23)C1` (stereo not given) : -2%

# Remaining list, next part.
# Second line of a record: TRb-SRC2 inh	TR SRC2 fluor cs	CBFb-RUNX1 inh	Tau FP inhib	NPSR antag	Epigenetic reg	Tau fluor cs	aGal spleen mod
Cc1c(N=c2scc(-c3ccccc3)n2C)c(=O)n(-c2ccccc2)n1C
 : -2%	-3%	-3%	1%	2%	1.1%	-9%	4%
Cc1ccc(-n2c(C)nn(CC#N)c2=O)cc1
 : 4%	0%	6%	-8%	-1%	6.6%	-2%	0%
Cc1ccc(Cn2c(=O)n(Cc3ccco3)c(=O)c3oc4ccccc4c32)cc1
 : -2%	0%	nt	3%	nt	8.5%	-4%	nt
Clc1ccccc1-c1nn2c(-c3ccncc3)nnc2s1
 : 1%	1%	0%	-6%	-16%[46.1 µM]	0.0%	-3%	1%
CCN1C(=O)/C(=C\N2CCOCC2)SC1=S
 : 6%	4%	3%	-4%	-2%[46.1 µM]	2.1%	-5%	-2%
CNC(=O)C1(C)C=CCN1C(=O)c1ccccc1 (stereo not given)
 : 0%&7%	0%&-5%	8%[2.36 µM]	-9%&-5%	18%	1.2%&2.9%	-10%&0%	-15%&5%
Cc1ccc(CNC(=O)c2ccc3c(c2)N(Cc2cccc(C)c2)C(=O)CS3)cc1
 : 6%	-1%	nt	-6%	nt	-0.4%	-15%	nt
CC(C)c1c(C#N)c(N)nc(SCC(=O)c2cc3ccccc3oc2=O)c1C#N
 : -6%	-3%	11%	4%	-13%[46.1 µM]	16%	11%	-1%
CCC(C)(C(=O)NC1CCCCC1)N(Cc1ccco1)C(=O)c1ccccn1 (stereo not given)
 : 11%	1%	0%	2%	-10%[46.1 µM]	1.0%	-2%	5%
Cc1ccc(S(=O)OCC(=O)Nc2cc(Cl)ccc2N2CCOCC2)cc1 (stereo not given)
 : 2%	0%	-8%	1%	-12%	-0.1%	-13%	7%
COc1ccc(CNC(=O)Cc2c(C)c3c(cc(C)c4c(C)c(C)oc43)oc2=O)cc1OC
 : -2%	0%	nt	3%	nt	-2.0%	1%	nt
COc1ccc(OC)c(NC(=O)CSC2=Nc3ccccc3C3=NC(CC(=O)NCc4ccc5c(c4)OCO5)C(=O)N23)c1 (stereo not given)
 : -3%	-10%	nt	?	nt	-1.3%	-16%	nt
Cc1ccc(S(=O)(=O)N2CCCC2C(=O)N(C)Cc2cccs2)cc1 (stereo not given)
 : 9%	0%	-4%	-5%	1%[46.1 µM]	-2.2%	3%	-10%
O=C(O)Cn1c2c(c3ccccc31)CCCC2
 : -10%	2%	6%	-5%	10%[46.1 µM]	-0.8%	-10%	?
Cc1ccc(S(=O)(=O)NCCNC(=O)c2cc(OCC(F)(F)F)ccc2OCC(F)(F)F)cc1
 : 2%	3%	0%	-5%	0%[46.1 µM]	-1.0%	-10%	8%
CC(C)C(=O)OCC(=O)NCc1ccccc1Cl
 : -2%	-1%	12%	6%	11%	-6.3%	6%	-7%
O=C1/C(=C/c2ccc(O)c(O)c2)Oc2cc(O)ccc21
 : -2%	-15%	-12%	4%	-8%	1.0%	?	-4%
COc1cccc(S(=O)(=O)NCc2ccc(C(=O)NCC3CCCO3)cc2)c1 (stereo not given)
 : -17%	0%	14%	-6%	3%[46.1 µM]	-0.8%	2%	4%
Cc1ccc(C(=O)NNC(=O)C(C)Sc2nc(N)cc(N)n2)cc1 (stereo not given)
 : -3%	5%	-1%	1%	2%[46.1 µM]	-1.1%	4%	1%

# An excerpt; count on the stated rates, not on these rows.
